14-3-3 PPI = modulators of 14-3-3 gamma protein binding, primary screen, biochemical, fluorescence polarization | actives 0.19% (n = 160,000) | FP, 14-3-3gamma / TMR-pS259-Raf peptide binding | inhibition, % at 40 µM | AID 422, 2006; in the data active means inhibition above about 30%;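 further: 0% = protein plus tracer without compound and 100% = blank with tracer alone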
Target sequence (P61981 whole entry, looked up): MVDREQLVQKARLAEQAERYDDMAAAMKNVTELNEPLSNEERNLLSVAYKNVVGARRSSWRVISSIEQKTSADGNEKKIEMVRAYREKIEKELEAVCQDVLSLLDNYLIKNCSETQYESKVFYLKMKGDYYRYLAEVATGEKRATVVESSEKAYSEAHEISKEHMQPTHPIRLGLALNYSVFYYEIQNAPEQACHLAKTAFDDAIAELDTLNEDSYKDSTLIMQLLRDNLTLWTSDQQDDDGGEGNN
The depositor's hits bear a star; & = joins results of further samples. An excerpt; count on the stated rates, not on these rows.

14-3-3 PPI | Structure
12 | CCN1C(=O)c2cccc3c(S(=O)(=O)NCc4cccnc4)ccc1c23
-9 | O=C1c2ccccc2C(=O)N1CCc1nc2ccccc2c(=O)n1-c1ccccn1
4 | O=C(O)c1ccc(CS(=O)(=O)c2cccc(C(F)(F)F)c2)o1
-30 | O=c1c2ccccc2nc2ccc(NCc3ccco3)nn12
-2 | COc1ccc(C2C=C(c3cccnc3)Nc3ncnn32)c(OC)c1 (centres undefined)
3 | CCOc1ccc(C2C(C(=O)OCc3ccc(OC)cc3)=C(C)NC3=C2C(=O)CC(C)(C)C3)cc1 (centres undefined)
-10 | CCOC(=O)Cc1csc(NC(=O)CSc2nnc3ccccn23)n1
-10 | C=CCc1c(C)nc2nc(SCC(=O)Nc3cc(C(F)(F)F)ccc3Cl)nn2c1C
-4&-3 | O=C(CN1CCN(S(=O)(=O)c2ccc(Br)cc2)CC1)Nc1ccc2c(c1)OCCO2
1 | CC1(C)Cc2c(sc(/N=C/N3CCOCC3)c2C#N)C(C)(C)N1
-2 | CCOc1ccc(N2CC(C(=O)Nc3cccc(C)n3)CC2=O)cc1 (centres undefined)
19 | O=C(COc1ccc(Cl)cc1)Nc1nc2ccc3ccccc3c2s1
-6 | O=C(CN1C(=O)C2C3C=CC(C3)C2C1=O)N1CCN(c2cccc(C(F)(F)F)c2)CC1 (centres undefined)
-9 | COC(=O)C1=NN(C(C)=O)C2C(=O)N(c3ccc(Cl)cc3)C(=O)C12 (centres undefined)
2 | COc1cc(CNc2ccc(C)c(C)c2)cc(OC)c1OC

Next section.
14-3-3 PPI | Structure
-9 | Cc1ccc(OCc2cccc(C(=O)Nc3ccc(I)cc3)c2)cc1
-9 | Cc1c(C(=O)Oc2ccc3c(C)cc(=O)oc3c2)cccc1[N+](=O)[O-]
0 | Cc1ccc(C(=O)Nc2ccc3nc(SCC(=O)Nc4ccccc4F)sc3c2)cc1
-10 | COc1ccc(-c2nnc(SCC(=O)N(Cc3ccccc3)C(C)(C)C)o2)cc1OC
-98 | COc1ccc(Nc2ccc([N+](=O)[O-])c3nonc23)cc1
-108 | O=C(Nc1ccc(Br)cc1)c1cc2c3c(c1)C1C=CCC1CN3CC1CC=CC21 (centres undefined)
6 | CC1CC(NC(=O)c2cc3c(=O)n4ccccc4nc3s2)CC(C)(C)C1 (centres undefined)
0 | Cc1nc(N2CCCCC2)c2c(C)c(C(=O)NC3CCCC(C)C3C)sc2n1 (centres undefined)
-22 | COC(=O)C1=C(C)NC(=O)NC1c1cn(-c2ccccc2)nc1-c1ccc(OC)c(Cl)c1 (centres undefined)
4 | CN(C)C(=O)CSc1nnc(CCN)o1
-12 | CCn1c(C=Cc2cn(Cc3ccccc3)c3ccccc23)nc2ccc(I)cc2c1=O
7&-33 | NC(=O)c1sc2nc3c(c(-c4ccco4)c2c1N)CCC3
-1 | COCC(=O)N(Cc1cc2cc(OC)ccc2[nH]c1=O)c1ccccc1OC
-10 | Cc1ccccc1OCC(=O)Nc1cc(-c2nc3ncccc3o2)ccc1Cl
3 | Cn1c(=O)[nH]c(=O)c2c1[nH]c(=S)n2C

Other entries.
14-3-3 PPI | Structure
-56 | CCOC(=O)C1=NN(c2ccc(Br)cc2)C2C(=O)N(c3ccc(Cl)cc3)C(=O)C12 (centres undefined)
3 | O=C(NCc1ccccn1)c1cc(-c2cccs2)nc2ccccc12
1 | C=CCn1c(=O)c(C(=O)Nc2ccccc2C(=O)OCC)c(O)c2ccccc21
-8 | CCn1cc(C(=O)N2CCc3ccccc3C2)c(=O)c2cc(S(=O)(=O)N3CCCCC3)ccc21
7 | O=C1CN(C(=O)CCc2ccccc2)C(c2ccccc2)c2cc(Br)ccc2N1 (centres undefined)
6 | CC1=CC(C)(C)N2C(=O)C3(N=C(N)NC(Nc4ccccc4)=N3)c3cc(C)cc1c32 (centres undefined)
-3 | CCN(CC)S(=O)(=O)c1ccc(NC(=O)CSc2nnc(-c3ccc(F)cc3)o2)cc1
5 | Cc1cccc(C)c1NC(=O)CSc1nnc(-c2cccnc2)n1Cc1ccccc1
-60 | O=C(Cn1nnc(-c2ccc(F)cc2)n1)Nc1ccc2c(c1)OCO2
3 | O=[N+]([O-])c1ccc2nc(-c3ccncc3)[nH]c2c1
-3 | CC(C)n1c(=S)[nH]c2ccc(Cl)cc2c1=O
-2 | CCCCc1ccc(NC(=O)OC)cc1
-12 | COc1ccc(-c2nc(SCc3ccc(F)cc3)c3c(=O)n(C)c(=O)n(C)c3n2)cc1
-3 | O=C(Nc1ccccc1C(F)(F)F)c1ccc(F)c(S(=O)(=O)N2CCN(c3ccccc3F)CC2)c1
7 | CCCOc1ccc(C2Nc3ccccc3S(=O)(=O)N2Cc2ccccc2)cc1 (centres undefined)

Going on with the list.
14-3-3 PPI | Structure
-20 | O=C1CCCN2N=C(SCC=Cc3ccccc3)SC2=N1
-29 | O=C(CSc1nc2ccccc2c(=O)n1CCCN1CCCCC1)c1ccc(Br)cc1
1 | Cn1c(=O)c2c(nc(SCC(=O)c3ccc(Cl)cc3)n2Cc2ccc(F)cc2)n(C)c1=O
-3 | Cc1nn(CC(O)Cn2c3ccccc3c3ccccc32)c(C)c1Br (centres undefined)
-3 | O=C(Cn1cc2c(n1)CCCC2)N1CCc2ccccc21
-2 | COc1ccc(C(=O)NCc2nc3ccccc3[nH]2)cc1OC
0 | O=C1c2oc3ccccc3c(=O)c2C(c2cccc(O)c2)N1CCCN1CCOCC1 (centres undefined)
21 | CC(=O)c1ccc(Nc2ccc([N+](=O)[O-])c3nonc23)cc1
4 | Cn1c(=O)c2c(nc(Sc3nc4ccccc4n3CC(=O)N3CCCCC3)n2C)n(C)c1=O
-7 | CC1=CC(C)(C)NC(=S)N1c1ccc(C)c(Cl)c1
-6 | O=C(CN1CCCN(S(=O)(=O)c2ccc(F)cc2)CC1)Nc1cccc(Cl)c1
-216 | COc1ccc2cc(C(=O)Nc3cccc(C(F)(F)F)c3)c(=N)oc2c1
-2 | O=C(CSc1nnc2c(n1)[nH]c1ccc(F)cc12)OCc1ccccc1
3 | CCCCc1nnc(SCc2ccc(OCC)cc2)n1N
0 | Cc1ccc(/C(O)=C2\C(=O)C(=O)N(CCO)C2c2ccc([N+](=O)[O-])cc2)cc1 (centres undefined)

(list continues)
14-3-3 PPI | Structure
2 | CC1CCCC(NC(=O)C2CCCN(c3nc4ccccc4o3)C2)C1C (centres undefined)
-33 | N#Cc1cnn2c(N)c(-c3ccccc3)cnc12
2 | CCCc1nc(SC2CCCC2)c2c(=O)n(C)c(=O)n(C)c2n1
-43 | O=C(Nc1ccccc1)c1ccc(OC(=O)c2ccccc2)cc1
-2 | Nc1nncn1C(=O)c1ccccc1Cl
0 | Cc1cccc(OCC(=O)Nc2ccc(N3CCN(S(C)(=O)=O)CC3)cc2)c1
-1 | CCOC(=O)c1c(NC(=O)COc2ccc(OC)cc2)sc2c1CCCC2
-2 | CCN(CC)S(=O)(=O)c1cccc(C(=O)Nc2ccc(Cl)cc2)c1
-1 | O=C(Cn1ccc2ccccc2c1=O)NCCC(=O)N1CCN(c2ccccc2)CC1
-12 | CCN(CC)CC(=O)c1c[nH]c2ccccc12
-3 | COC(=O)C1C(=O)C2=C(CC1C)NC(C)=C(C(=O)OC1CCCCC1)C2c1ccccc1OC(C)C (centres undefined)
-1 | O=C(CCc1nc(-c2ccccc2F)no1)NC1CCN(Cc2ccccc2)CC1
-11 | COc1ccc(C(=O)COc2ccc(N3C(=O)C4C5C=CC(C6CC56)C4C3=O)cc2)cc1 (centres undefined)
-4 | COc1cc(C2SCC(=O)N2CCN2CCCCC2)cc(OC)c1OC (centres undefined)
2 | Cc1ccc(CNC(=O)CCn2nc(-c3ccc(Cl)cc3)ccc2=O)cc1

Continued.
14-3-3 PPI | Structure
-5 | Cc1cn2c(-c3ccncc3)nnc2s1
4 | NC1=NC(c2c(O)ccc3ccccc23)C=NN1 (centres undefined)
-2 | CCOc1ccc(-c2nnc3sc(COc4ccc(Cl)cc4)nn23)cc1
4 | CCC1=NC(C(F)(F)F)(C(F)(F)F)N=C2C=C(C)C=C(C)N21
-9 | N#CCSc1nc2scc(-c3cccs3)c2c(=O)n1CCc1ccccc1
-9 | Cc1ccc(CC2SC(=O)NC2=O)cc1Cl (centres undefined)
-4 | COC(=O)C1=C(C)NC2=C(C(=O)CCC2)C1c1ccc(C(=O)OC)cc1 (centres undefined)
-4 | Cc1cc(Br)ccc1NC(=O)c1cccc(Br)c1
1&0 | CC(=O)Nc1c2c(nn1-c1cccc(Cl)c1)CS(=O)C2 (centres undefined)
-1 | COC(=O)c1oc2ccc(Cl)cc2c1-n1cccc1
-3 | CCc1ccc(NC(=O)c2ccc(NCc3ccccc3Cl)c([N+](=O)[O-])c2)cc1
1 | O=C(c1cc2ccccc2o1)N1CCN=C1SCc1ccc(Cl)cc1
-4 | COc1ccc(N2CCN(CCCNS(=O)(=O)c3ccc4c(c3)oc(=O)n4C)CC2)cc1
-4&-12 | c1cncc(-c2nc3ccccn3c2Nc2ccc3c(c2)OCCO3)c1
4 | Nc1nc(CN2CCN(c3ccccn3)CC2)nc(Nc2ccc(F)cc2)n1

(further entries)
14-3-3 PPI | Structure
-14 | Brc1ccc2nc(Nc3ccccn3)nc(-c3ccccc3)c2c1
-8 | CC1CCCCN1C(=O)CSc1ccc(-c2ccc(F)cc2)nn1 (centres undefined)
-18 | C/C(=C\c1ccco1)C1C(C#N)=C(N)OC2=C1C(=O)CC(C)(C)C2 (centres undefined)
0 | CCCOc1ccc(C2(C(=O)O)CCCC2)cc1
-3 | CCOC(=O)c1cc2cc(OCc3ccccc3)ccc2nc1C
3 | CC1=C(C(=O)Nc2ccccn2)C(c2ccccc2Cl)C2=C(CC(C)(C)CC2=O)N1 (centres undefined)
-7&2 | O=C(CCN1C(=O)C2C3C=CC(C3)C2C1=O)N1CCN(c2ccc(F)cc2)CC1 (centres undefined)
-1 | CC(=O)N1c2ccccc2NC2=C(C(=O)CC(c3ccccc3Cl)C2)C1c1ccc(C)cc1 (centres undefined)
-6 | CC(=O)NC(Cc1cnc[nH]1)C(=O)O (centres undefined)
-2 | O=C(O)CN(CCOCCOCCN(CC(=O)O)CC(=O)O)CC(=O)O
-18 | COc1ccccc1N1CCN(C(=O)CCNS(=O)(=O)c2ccc(Br)s2)CC1
-6 | COC(=O)C(C)Oc1ccc(=O)[nH]n1 (centres undefined)
10 | CCc1ccc(N=Cc2ccc(Br)cc2)cc1
2 | CC1=C(C(=O)OCCc2ccccc2)C(c2ccc(C)o2)C2=C(CCCC2=O)N1 (centres undefined)
-7 | O=C(c1ccco1)N1CCN(c2ccccn2)CC1

(further entries)
14-3-3 PPI | Structure
-2 | O=C(COc1ccccc1)NC1CCS(=O)(=O)C1 (centres undefined)
-7 | COc1ccc(CNC(=O)C2CCCN(S(=O)(=O)c3c(C)nn(C)c3C)C2)cc1 (centres undefined)
-11 | CC(C)(C)c1ccccc1OCC(=O)Nc1ccccc1F
8 | CC1(C)CC(NC(=O)CCC(=O)NC2CC(C)(C)NC(C)(C)C2)CC(C)(C)N1
4 | CCOc1ccc(S(=O)(=O)Nc2ccc(C)cc2C)c2ccccc12
-1 | O=c1c2cc(N3CCOCC3)ccc2nc(SCc2cc(F)cc3c2OCOC3)n1Cc1ccccc1
-11 | Cn1c(SCC(=O)Nc2cc(C(F)(F)F)ccc2Cl)nc2c([nH]c3ccccc32)c1=O
-7 | CCOc1cccc(NC(=O)C(Cc2cccs2)c2nn[nH]n2)c1 (centres undefined)
1 | CS(=O)(=O)Nc1ccc(S(=O)(=O)N2CCOCC2)cc1
0 | CCOC(=O)c1c(CSc2ccccc2)n(C)c2ccc(O)cc12
1 | COc1[nH]c(/N=C/c2ccccc2)c(C#N)c1C#N
-16 | COc1ccc(S(=O)(=O)Nc2cc(C(=O)NCc3ccc4c(c3)OCO4)ccc2N2CCOCC2)cc1
-20 | CCN1CCN(C(=O)c2ccc3c(c2)N(Cc2cccc(F)c2)C(=O)c2ccccc2S3)CC1
-8 | CC1CCCN(C(=O)c2ccc(SCc3ccccc3F)c([N+](=O)[O-])c2)C1 (centres undefined)
-11 | c1ccc(-c2csc(N3CCC(c4ccccc4)C3)n2)cc1 (centres undefined)

Following part:
14-3-3 PPI | Structure
-5 | COc1ccccc1C1CC(=O)C2=C(C1)NC(C)=C(C(=O)OC1CCCC1)C2c1ccc(OC)c(OC)c1OC (centres undefined)
5 | CN1CCN(c2nc(NCc3ccco3)c3ccccc3n2)CC1
-38 | COC(=O)c1c(N2C(=O)C3ON(c4ccccc4C)C(c4cccs4)C3C2=O)sc2c1CCCC2 (centres undefined)
-1 | COc1ccc(-c2cc(-c3ccc(Cl)cc3)n3ncnc3n2)cc1OC
4 | CCN(CC)S(=O)(=O)c1ccc(F)cc1

Assay outcomes: PubChem, Emory University Molecular Libraries Screening Center
